MEKK3 PB1 HTS: modulators of MEKK3-MEK5 PB1 binding, primary screen, biochemical, wildtype MEKK3, multiplex bead flow cytometry, Alexa488-MEK5; bead-based flow cytometry, Alexa488-MEK5 binding to MEKK3; actives lie on both sides; 0 = blocked by unlabeled MEK5, 100 = vehicle; binding response (% of control), % at 10 µM; hit rate 1.4% among 290,000; AID 1529, 2009;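 active = binding response more than 3 SD above or below the average of its plate-row segment, actives on both sides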;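 note: Alexa488 bead fluorescence after subtracting the streptavidin-only scavenger bead signal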
Target sequence (Q99759 whole entry, looked up): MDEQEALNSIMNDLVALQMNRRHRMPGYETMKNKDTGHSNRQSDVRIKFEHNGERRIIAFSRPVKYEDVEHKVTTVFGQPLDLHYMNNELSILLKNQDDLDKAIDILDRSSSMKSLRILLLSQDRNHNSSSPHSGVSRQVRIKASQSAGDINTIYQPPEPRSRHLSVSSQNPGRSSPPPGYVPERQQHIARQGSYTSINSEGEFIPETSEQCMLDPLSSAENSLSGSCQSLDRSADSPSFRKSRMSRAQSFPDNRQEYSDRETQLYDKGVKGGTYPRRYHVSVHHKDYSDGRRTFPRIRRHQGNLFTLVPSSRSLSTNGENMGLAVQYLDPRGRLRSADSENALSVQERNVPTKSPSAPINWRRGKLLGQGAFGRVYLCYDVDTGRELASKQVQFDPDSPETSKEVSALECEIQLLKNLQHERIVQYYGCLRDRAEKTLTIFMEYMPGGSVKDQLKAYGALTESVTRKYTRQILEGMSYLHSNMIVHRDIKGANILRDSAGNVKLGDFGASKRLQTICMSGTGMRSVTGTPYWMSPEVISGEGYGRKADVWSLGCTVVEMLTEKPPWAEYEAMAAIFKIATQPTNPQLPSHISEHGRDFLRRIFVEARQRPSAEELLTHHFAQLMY
SUMO HTRF inh: inhibitors of in vitro SUMOylation cascade, primary screen, biochemical, HTRF, uHTS. SUMO-conjugating enzyme UBC9 (Homo sapiens), P63279. HTRF SUMOylation assay, SAE1/SAE2 + UBC9. inhibition, % at 35 µM. hit rate 0.36% among 290,000. AID 2006, 2009; in the data active = inhibition above about 50%, passing the limit was not always enough; note: strong numbers were not always called active
Target sequence (P63279 whole entry, looked up): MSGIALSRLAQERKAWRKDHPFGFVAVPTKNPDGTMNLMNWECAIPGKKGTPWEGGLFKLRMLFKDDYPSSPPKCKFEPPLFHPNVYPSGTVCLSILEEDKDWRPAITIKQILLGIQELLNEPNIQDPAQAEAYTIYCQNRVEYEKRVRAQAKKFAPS
HCV NS3 hel inh: inhibitors of HCV NS3 helicase, primary screen, biochemical, Cy5 molecular beacon fluorescence; Hepatitis C virus NS3 helicase; NS3 helicase DNA unwinding; inhibition, % at 10.9 µM; hit rate 0.56% among 290,000;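 active = inhibition above the mean of all tested compounds plus 3 SD, set per campaign, cut at about 35% in these data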;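 note: 0% = DMSO wells and 100% = thioflavine S control wells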
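Control set: DMSO versus 110 µM thioflavine S; Material: NS3 helicase fragment of HCV; Measured by: Cy5 fluorescence at 0 and 60 min, beacon hairpin quenching; Read-out basis: percent inhibition from t60/t0 fluorescence ratio; Times: reaction time 60 min, 25 °C; Repeats: single replicate; Compound dosing: single dose, 10.9 µM nominal final, DMSO 0.8% final.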
GalR3 antag: GalR3 antagonists in HEK293 cells, primary screen, cell-based, fluorescence readout; hit rate 0.44% among 360,000; inhibition, % at 3 µM; Galanin receptor type 3 (Homo sapiens), O60755; HEK293 GalR3-CNG cAMP membrane potential fluorescence; galR3 body fused to GalR1 C-terminus;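 active = inhibition above the screen-wide average plus 3 SD, cut at about 13% in these data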;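 note: forskolin and galanin both at EC90 stimulate the cells; cAMP rise reported by CNG channel membrane potential dye signal; 0% = forskolin plus galanin with DMSO and 100% = forskolin alone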
Target sequence (O60755 1-299 limits assumed): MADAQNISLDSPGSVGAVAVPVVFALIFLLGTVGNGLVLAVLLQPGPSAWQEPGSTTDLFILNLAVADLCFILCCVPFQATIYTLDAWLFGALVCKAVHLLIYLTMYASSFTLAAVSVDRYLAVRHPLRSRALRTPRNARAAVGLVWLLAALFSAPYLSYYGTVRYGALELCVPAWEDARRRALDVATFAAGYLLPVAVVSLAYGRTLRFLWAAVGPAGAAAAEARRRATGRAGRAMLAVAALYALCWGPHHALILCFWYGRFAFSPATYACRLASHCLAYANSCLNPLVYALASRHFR
CRFBP-R2 block: antagonists of CRF-BP/CRF-R2 complex, primary screen, cell-based, HEK293, calcium dye fluorescence, uHTS | AID 588475, 2011 | inhibition, % at 11.8 µM | hit rate 0.59% among 350,000 | CRF-induced calcium fluorescence;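 active = inhibition of the ligand-induced calcium signal above about 50% at the single tested concentration, limit read from the data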
DNA FID counter: compounds displacing fluorescent DNA intercalator, primary screen, artefact control for HCV NS3 helicase inhibitor project, biochemical, FID fluorescence. hit rate 0.17% among 290,000. inhibition, % at 7.9 µM. DNA fluorescent intercalator displacement; in the data active = inhibition above about 37%;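 note: 0% = vehicle and 100% = reference compound; higher means more ethidium bromide displaced from hairpin DNA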
MEKK2 mut-MEK5: MEK5 binding signal on mutant MEKK2 PB1, primary screen, biochemical, multiplex bead flow cytometry, Alexa488-MEK5. Alexa488-MEK5 binding to MEKK2 mutant. percent response, % at 10 µM. hit rate 0.35% among 290,000. AID 1530, 2009; in the data active = percent response above about 24%, passing the limit was not always enough; note: inactives centre near 1; some results filed as inactive read as strong as hits
CRFR2-BP ag: agonists of CRF-BP/CRF-R2 complex, primary screen, cell-based, HEK293, calcium dye fluorescence, uHTS | CRF-binding protein / CRF receptor 2 complex (human) | calcium dye fluorescence (FLIPR); percent of saturating CRF peptide response | activation, % at 13.2 µM | hit rate 0.46% among 350,000 | AID 588473, 2011;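 active = activation of at least 50%, plus an integration ratio under a set limit after plate pattern correction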;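 note: plate controls were neutral control wells without compound for no effect and CRF at EC100 for full effect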
MEKK2 WT-MEK5: modulators of MEK5 binding to wildtype MEKK2, primary screen, biochemical, multiplex bead flow cytometry, Alexa488-MEK5; Mitogen-activated protein kinase kinase kinase 2 (Homo sapiens), Q9Y2U5; binding response (% of control), % at 10 µM; hit rate 1.1% among 290,000; AID 1531, 2009; Alexa488-MEK5 binding to MEKK2 WT; actives lie on both sides; in the data active = binding response below about 67% or above about 130%
Starred values were filed as active, the others as inactive; x = no result given. A portion of the library; count on the stated rates, not on these rows.

SMILES | MEKK3 PB1 HTS | SUMO HTRF inh | HCV NS3 hel inh | GalR3 antag | CRFBP-R2 block | DNA FID counter | MEKK2 mut-MEK5 | CRFR2-BP ag | MEKK2 WT-MEK5
FC(F)(F)c1ccc(/C=N/NC(=S)NC2CCCCC2)cc1 | 98 | -1 | -3 | -6 | -18 | 1 | -1 | 0.3 | 100
O=[N+]([O-])c1ccc2c(c1)C(O)n1ncnc1S2 (stereo not drawn) | 101 | 10 | 16 | 7 | -3 | 4 | -13 | 0.0 | 87
CCc1nc2ccccc2c(C(=O)Oc2cccc3cccnc23)c1C | 93 | -24 | -1 | -3 | -12 | -4 | -5 | 3.0 | 98
CCC(=O)Nc1nnc(SCC(=O)N2c3ccccc3CC2C)s1 (stereo not drawn) | 98 | 20 | -5 | -8 | -36 | -14 | 0 | -3.1 | 99
Cc1ccc(-n2nc(C(=O)c3ccccc3)n3c(=O)c(Cc4ccccc4)nnc23)cc1 | 104 | x | -8 | -6 | -20 | -3 | -3 | 2.1 | 88
CC1SC(=NC(=O)c2ccncc2)NC1=O (stereo not drawn) | 99 | 8 | 7 | -2 | 14 | 7 | 1 | -1.2 | 101
CCN(CC)CCNC(=O)Cn1cnc2sc(C)c(S(=O)(=O)N3CCN(c4ccccc4OC)CC3)c2c1=O | 102 | 19 | -3 | -7 | -8 | 16 | 4 | 0.3 | 104
COc1ccc(NC(=O)c2cc(CN3C(=O)c4ccccc4C3=O)ccc2OC)cn1 | 103 | 26 | -1 | 1 | -4 | -1 | 5 | -1.4 | 104
Cc1ccc(C23CC4CC(CC(C(=O)OCC(=O)NC5CCS(=O)(=O)C5)(C4)C2)C3)cc1 (stereo not drawn) | 107 | -16 | 7 | -5 | 7 | -29 | 4 | 1.1 | 105
O=C(Nc1ccccc1)Nc1cccc(C(F)(F)F)c1 | 111 | -18 | -6 | -6 | 17 | 8 | 0 | 2.0 | 106
O=c1c(-c2ccccc2)c(O)c2c(n1-c1ccccc1)CCCC2 | 97 | 11 | 7 | -8 | 4 | -9 | -2 | 0.4 | 96
O=C1C(C=Nc2ccc(F)cc2)=C(O)c2ccccc21 | 99 | -1 | 9 | -4 | 6 | 1 | -4 | -0.2 | 93
COc1cc(NC2=Nc3cccc4cccc2c34)cc(OC)c1OC | 102 | -16 | 7 | -3 | 3 | -11 | -1 | 2.4 | 102
Cc1cc(F)ccc1S(=O)(=O)N1CCCOC1CNC(=O)C(=O)NCc1ccccn1 (stereo not drawn) | 104 | 9 | -5 | -6 | 8 | -18 | 9 | -0.1 | 108
N#Cc1c(-c2ccccc2Cl)noc1/C=C/Nc1ccc(C(=O)O)cc1 | 94 | 5 | 16 | 0 | -30 | -41 | -3 | 9.4 | 93

Next part; it opens with the 3 that closed the last part.
SMILES | MEKK3 PB1 HTS | SUMO HTRF inh | HCV NS3 hel inh | GalR3 antag | CRFBP-R2 block | DNA FID counter | MEKK2 mut-MEK5 | CRFR2-BP ag | MEKK2 WT-MEK5
COc1cc(NC2=Nc3cccc4cccc2c34)cc(OC)c1OC | 102 | -16 | 7 | -3 | 3 | -11 | -1 | 2.4 | 102
Cc1cc(F)ccc1S(=O)(=O)N1CCCOC1CNC(=O)C(=O)NCc1ccccn1 (stereo not drawn) | 104 | 9 | -5 | -6 | 8 | -18 | 9 | -0.1 | 108
N#Cc1c(-c2ccccc2Cl)noc1/C=C/Nc1ccc(C(=O)O)cc1 | 94 | 5 | 16 | 0 | -30 | -41 | -3 | 9.4 | 93
C=CCc1cccc(CNc2cnc3ccccc3c2)c1O | 97 | 3 | -16 | 60* | -26 | -13 | -2 | -0.1 | 100
CC1CCN(S(=O)(=O)c2ccc(C(=O)Nc3ncccc3O)cc2)CC1 | 103 | 19 | 0 | -4 | 6 | -16 | 8 | 0.5 | 108
Cn1c(SCC(=O)Nc2cc(C(C)(C)C)nn2-c2ccccc2)nc2ccccc21 | 103 | -24 | 0 | 0 | 8 | -37 | 1 | 0.6 | 99
CSC1=C(C#N)C(c2cccc(Br)c2)CC(=O)N1 (stereo not drawn) | 98 | 3 | 1 | -8 | 9 | 2 | -2 | 0.7 | 100
O=c1c2c(nc3cc(-c4cccc(F)c4)[nH]n13)CCC2 | 103 | 6 | 6 | -6 | 12 | -1 | -5 | 0.1 | 99
COc1ccc(Nc2cc(C)nc3nc(C)nn23)cc1Cl | 94 | 7 | -3 | 0 | 12 | -7 | -2 | -7.0 | 93
COC(=O)C1=C(C)NC(C)=C(C(=O)OC)C1c1cc2cc(C)ccc2[nH]c1=O | 99 | 27 | -5 | -1 | -9 | -14 | -3 | 0.7 | 98
CCNC(=O)NCCNC(=O)c1cc(OCC(F)(F)F)ccc1OCC(F)(F)F | 108 | 14 | 1 | -7 | -15 | -4 | 1 | -1.3 | 105
CC(=O)c1cc2c(cc1NC(=O)C1CC1)OCO2 | 106 | 5 | 5 | 3 | 14 | -2 | -3 | -1.1 | 100
Cc1ccc(S(=O)(=O)n2ccc(-c3cccc(OCc4c(F)cccc4Cl)c3)n2)cc1 | 107 | 11 | 1 | -4 | -24 | -5 | 2 | 11 | 98
CCC(C)[C@H](NC(=O)NC1CCN(Cc2ccccc2)CC1)C(=O)OC (stereo partly drawn) | 98 | 6 | 1 | -3 | 1 | 7 | 5 | -0.1 | 105
CCC(C)(C)NC(=O)CN(C(=O)c1snc(C(N)=O)c1N)c1ccc2c(c1)OCO2 | 103 | 0 | -2 | -4 | -3 | -17 | -1 | 0.0 | 100
O=S(=O)(Nc1ccc(Oc2ncccn2)c(Cl)c1)c1ccc(Cl)cc1 | x | -5 | -8 | -3 | 9 | -7 | x | 1.4 | x
COc1ccc(C(=O)COc2nc(C)cc(C)c2C#N)cc1 | 97 | 17 | 3 | -2 | 6 | -22 | 0 | 1.0 | 92
O=C(NC(=S)NCCN1CCOCC1)c1ccccc1 | 104 | -2 | 0 | -3 | 4 | -1 | 8 | 2.0 | 109

Some entries already given, reduced to CRFR2-BP ag, HCV NS3 hel inh and MEKK2 mut-MEK5:
mol | CRFR2-BP ag | HCV NS3 hel inh | MEKK2 mut-MEK5
Cn1c(SCC(=O)Nc2cc(C(C)(C)C)nn2-c2ccccc2)nc2ccccc21 | 0.6 | 0 | 1
CCNC(=O)NCCNC(=O)c1cc(OCC(F)(F)F)ccc1OCC(F)(F)F | -1.3 | 1 | 1

The list goes on:
SMILES | MEKK3 PB1 HTS | SUMO HTRF inh | HCV NS3 hel inh | GalR3 antag | CRFBP-R2 block | DNA FID counter | MEKK2 mut-MEK5 | CRFR2-BP ag | MEKK2 WT-MEK5
CN(CC(=O)Nc1cccc(S(=O)(=O)NC2=NCCCCC2)c1)Cc1ccc(C(C)(C)C)cc1 | 105 | 0 | 1 | 0 | -29 | 12 | -2 | -0.2 | 100
O=C(NNC(=O)c1ccco1)c1cccc(Br)c1 | 101 | 9 | 5 | -2 | -6 | -6 | 6 | 1.4 | 104
CC1CCN(C(=O)Cn2cc(SCC(=O)NCC3CCCO3)c3ccccc32)CC1 (stereo not drawn) | 112 | 0 | 0 | -2 | -1 | -43 | 0 | -1.8 | 105
Cc1cccc(OCC(=O)NC2CC(C)(C)NC(C)(C)C2)c1 | 98 | 5 | 12 | -8 | 7 | 0 | -1 | -0.6 | 97
CCOC(=O)c1c(C)c(C(=O)NC2CCCCC2)c(C)n1CC | x | -4 | 5 | -8 | -30 | -3 | x | 1.8 | x
Cc1[nH][nH]c(=O)c1C(c1c(C)[nH][nH]c1=O)c1cn(Cc2cccc3ccccc23)c2ccccc12 | 99 | 79 | 3 | -2 | -7 | -7 | -1 | -1.1 | 87
Cc1ccc(CSCCNC(=O)c2ccc(C)cc2)cc1 | 115 | 8 | 0 | -2 | 43 | -19 | -1 | 1.3 | 106
Cn1c(Cn2c(=O)sc3ccccc32)nnc1SCC(=O)N1CCCC1 | 84 | -4 | 1 | 3 | -15 | 1 | -6 | 0.5 | 88
COc1ccc(-n2nc(C(=O)NCC(=O)Nc3cccc(Cl)c3)c3ccccc3c2=O)cc1OC | 98 | -9 | -30 | -11 | 11 | -17 | -7 | 4.5 | 93
Cn1c(C2=C(O)CN(c3ccccc3)C2=N)nc2ccccc21 | 99 | -4 | 7 | -3 | 1 | -14 | -6 | -1.1 | 96
COc1ccc(C(=O)N2CCOC2CNC(=O)C(=O)NCc2ccc3c(c2)OCO3)cc1 (stereo not drawn) | 91 | 10 | 9 | 1 | 3 | -14 | -6 | 0.7 | 90
CC(=O)c1c(N)nc2n(c1=O)CCCCC2 | 88 | 17 | 0 | -6 | -5 | -1 | 16 | 4.1 | 102
O=C(Cn1nc(C(F)(F)F)cc1C1CC1)Nc1ccccc1F | 100 | 1 | -2 | 1 | 2 | 0 | 3 | 1.9 | 106
O=C(CCC(=O)OCC(=O)c1cccc([N+](=O)[O-])c1)Nc1cccc(Cl)c1Cl | 100 | -11 | 4 | 3 | 17 | 0 | 1 | -1.2 | 95
CCS(=O)(=O)N1CCCC(C(=O)NCC2CCCO2)C1 (stereo not drawn) | 98 | -10 | -3 | 3 | 15 | 3 | -3 | -0.2 | 96
O=c1[nH]c2cc([N+](=O)[O-])c(NCCO)c([N+](=O)[O-])c2[nH]1 | 98 | -27 | 1 | 2 | 18 | 1 | -7 | -0.3 | 95
COc1cc2[nH]c3ccccc3c2cc1C | 107 | -21 | x | -6 | 17 | x | 4 | 4.0 | 96
C=CCNCc1cc(=O)n2c(-c3ccccc3)csc2n1 | 101 | 16 | 6 | -10 | 2 | -1 | 3 | -3.0 | 100
O=C(O)Cc1ccc(C(=O)c2ccccc2)s1 | 100 | 11 | -4 | -4 | -8 | 3 | 5 | 1.2 | 102
CCCCN(CCCC)Cc1ccc(C(=O)NNC(=O)Nc2ccc(F)cc2)o1 | 101 | 5 | 4 | 2 | -16 | 4 | 1 | -1.6 | 100
CCN(CC(=O)NCc1ccc(F)cc1)CC(=O)NC1CCCC1 | 100 | 8 | -8 | -10 | 4 | -13 | 0 | 0.6 | 98
CCN1CCN(C(c2cccnc2)c2cc(Cl)c3cccnc3c2O)CC1 (stereo not drawn) | 106 | -38 | 7 | -2 | -16 | -10 | 8 | 0.1 | 115
N#Cc1c(C(F)(F)F)cc(-c2ccc(F)cc2)nc1SCC(=O)O | 94 | 13 | 13 | -4 | 6 | -16 | -8 | -2.0 | 95
FC(F)(F)c1cnc(NNC(=S)Nc2ccccc2Cl)c(Cl)c1 | 104 | -29 | 9 | 55* | 19 | -5 | 23 | 89* | 95
COc1ccc(/C=N/Nc2ccc([N+](=O)[O-])cc2)cc1Cn1cc([N+](=O)[O-])cn1 | 105 | 18 | 11 | 1 | -23 | 8 | 3 | 4.1 | 109
COC(=O)c1ccccc1NC(=O)CCS(=O)(=O)c1ccc(Br)s1 | 97 | 24 | 4 | -2 | 9 | -2 | 2 | -8.3 | 100
COc1ccc2nc(Nc3nc(CSc4ccc(C)cc4)cc(=O)[nH]3)nc(C)c2c1 | 90 | 11 | -8 | -5 | 15 | -1 | 9 | 1.6 | 100

High-throughput results from PubChem.
